bIAP inh: bovine intestinal alkaline phosphatase inhibitors, primary screen, selectivity assay for TNAP inhibitor project, biochemical, bovine IAP, CDP-star luminescence; alkaline phosphatase, intestinal [Bos taurus]; purified bovine IAP, 30 min; inhibition, % at 20 µM; 190,000 tested, under 10 active; AID 1019, 2008;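 active = over 50% inhibition of intestinal alkaline phosphatase at 20 µM in the single-dose screen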
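Incubation: 30 min reaction at room temperature / Material: purified bovine intestinal alkaline phosphatase (IAP) enzyme / Input: enzyme at 1/65,000,000 dilution / Dosing: 20 µM single dose / Signal: CDP-star luminescence signal / Reagent: CDP-star chemiluminescent phosphatase substrate, 30 µM final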
bIAP act: bovine intestinal alkaline phosphatase activators, primary screen, biochemical, bovine IAP, CDP-star luminescence. alkaline phosphatase, intestinal [Bos taurus]. purified bovine IAP, 30 min; active compounds read high; fold of DMSO-control signal, blank-subtracted. activation factor at 20 µM. 200,000 tested, 0.17% active. AID 1016, 2008;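 active = activation factor of 2 or more at 20 µM, a signal rise over negative controls twice the positive control's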
TNAP act hiacc: TNAP activators at high phosphate acceptor level, primary screen, biochemical, luminescence, uHTS; Alkaline phosphatase, tissue-nonspecific isozyme (Homo sapiens), P05186; purified TNAP, CDP-star luminescence, 1 M DEA, 30 min; active compounds read high; 0 = EDTA background, 1 = DMSO-only activity; activation factor at 20 µM; 200,000 tested, under 10 active; AID 1136, 2008;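 active = activation factor at least 2 at 20 µM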
Target sequence (P05186 whole entry, looked up): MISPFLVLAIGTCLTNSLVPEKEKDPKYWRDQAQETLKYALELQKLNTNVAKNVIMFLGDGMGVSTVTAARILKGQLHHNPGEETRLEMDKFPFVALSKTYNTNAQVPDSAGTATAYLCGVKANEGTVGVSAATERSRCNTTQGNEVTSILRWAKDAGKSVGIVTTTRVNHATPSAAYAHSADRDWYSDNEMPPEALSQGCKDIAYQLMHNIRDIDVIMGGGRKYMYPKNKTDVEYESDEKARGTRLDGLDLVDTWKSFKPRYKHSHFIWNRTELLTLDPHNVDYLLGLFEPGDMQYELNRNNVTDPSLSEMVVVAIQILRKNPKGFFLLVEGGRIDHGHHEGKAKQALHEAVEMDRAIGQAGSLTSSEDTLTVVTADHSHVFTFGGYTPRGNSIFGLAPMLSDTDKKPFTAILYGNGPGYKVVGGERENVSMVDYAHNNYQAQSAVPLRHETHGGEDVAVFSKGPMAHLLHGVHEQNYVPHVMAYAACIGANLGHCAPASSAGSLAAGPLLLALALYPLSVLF
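system = human TNAP | amount = enzyme diluted 1/800 final | reagent = 100 µM CDP-star substrate | signal = luminescent substrate turnover signal | dosing = one dose, 20 µM | benchmarks = EDTA negative control, DMSO positive control | measure = activation factor | timing = 30 min reaction, room temperature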
TNAP inh hiacc: human TNAP enzyme inhibitors, primary screen, biochemical, luminescent, high phosphate acceptor level, uHTS; Alkaline phosphatase, tissue-nonspecific isozyme (Homo sapiens), P05186; purified TNAP, CDP-star luminescence, 1 M DEA; inhibition, % at 20 µM; 200,000 tested, 0.03% active;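 active = over 50% inhibition of tissue-nonspecific alkaline phosphatase at 20 µM in the single-dose screen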;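 also: plate controls were DMSO wells for no effect and EDTA-quenched wells as full inhibition for full effect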
TNAP inh noacc: human TNAP enzyme inhibitors, primary screen, biochemical, luminescent, no phosphate acceptor, uHTS; 200,000 tested, 0.26% active; inhibition, % at 20 µM; Alkaline phosphatase, tissue-nonspecific isozyme (Homo sapiens), P05186; AID 1012, 2008; purified TNAP, CDP-star luminescence, 30 min;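 active = tissue-nonspecific alkaline phosphatase inhibition above about 50% at 20 µM in the single-dose screen, limit read from the data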;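 also: 0% = DMSO negative control and 100% = EDTA positive control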
PMI activator: activators of human PMI, primary screen, biochemical, fluorescence intensity, near-Km mannose 6-phosphate; 190,000 tested, 0.005% active; AID 1214, 2008; activation factor at 20 µM; Mannose-6-phosphate isomerase (Homo sapiens), P34949; purified human PMI, coupled resazurin fluorescence, 20 min; active compounds read high; 1 = vehicle control, 0 substrate-free wells;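 active = activation factor of 2 or more at 20 µM, relative to plate controls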
Target sequence (P34949 whole entry, looked up): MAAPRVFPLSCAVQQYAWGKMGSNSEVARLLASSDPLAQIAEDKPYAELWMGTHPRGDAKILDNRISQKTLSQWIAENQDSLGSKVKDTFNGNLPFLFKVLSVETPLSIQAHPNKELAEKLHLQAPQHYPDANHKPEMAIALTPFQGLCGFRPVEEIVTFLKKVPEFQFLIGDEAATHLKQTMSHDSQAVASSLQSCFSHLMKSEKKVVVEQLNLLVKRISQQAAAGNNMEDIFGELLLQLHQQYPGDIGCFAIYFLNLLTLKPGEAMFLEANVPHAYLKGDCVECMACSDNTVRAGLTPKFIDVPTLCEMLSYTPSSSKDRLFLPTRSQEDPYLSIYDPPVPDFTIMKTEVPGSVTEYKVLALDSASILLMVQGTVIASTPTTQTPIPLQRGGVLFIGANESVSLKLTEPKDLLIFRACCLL
Diaphorase act: compounds boosting diaphorase resazurin reduction – biochemical, uHTS, resorufin fluorescence, counter-screen for diaphorase-coupled primary assays, primary screen; 190,000 tested, 0.005% active; Diaphorase/resazurin coupled assay, 16 min; active compounds read high; 1 = vehicle wells, 0 = NADH-free wells; activation factor at 20 µM;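 active = diaphorase activity raised at least twofold by the compound at 20 µM; inactive = activation factor below 2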
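Material: Clostridium kluyveri diaphorase, purified enzyme; Quantity: enzyme 0.07 U/mL final; Medium: HEPES pH 7.4 buffer with MgCl2 and Tween 20; Dosing: single compound dose of 20 µM, 1% DMSO final; Schedule: 16 min reaction at room temperature; Measured by: red resorufin fluorescence at 544/590 nm excitation/emission.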
PMI act satM6P: human PMI activators, high substrate, primary screen, biochemical, fluorescence intensity, near-saturating mannose 6-phosphate; AID 1216, 2008; 190,000 tested, 0.34% active; activation factor at 20 µM; coupled PMI enzyme assay, resazurin fluorescence, 20 min; active compounds read high; 1 = untreated enzyme, 0 = substrate-free blank; Mannose-6-phosphate isomerase (Homo sapiens), P34949;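 active = activation factor of 2 or more at 20 µM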
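Test system: human PMI in coupled enzyme assay; Input: PMI at 15 ng/mL final; Medium: HEPES buffer, pH 7.4; Schedule: 20 min incubation at room temperature; Technique: resorufin fluorescence at Ex 544/Em 590 nm; Compound: 20 µM single dose; Probe or stimulus: Near-saturating mannose-6-phosphate, 1.0 mM.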
Diaphorase inh: diaphorase inhibitors and chemical oxidizers, primary screen, counter-screen for diaphorase-coupled primary assays, biochemical, uHTS, resorufin fluorescence. AID 1217, 2008. inhibition, % at 20 µM. diaphorase resazurin-to-resorufin fluorescence, NADH, 16 min; bacterial (C. kluyveri) enzyme, not human. 190,000 tested, 0.69% active;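 active = primary screen inhibition at 20 µM above a set limit, cut at about 50% in these data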;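 also: plate controls were DMSO with full reaction for no effect and wells lacking NADH for full effect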
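Assay system: diaphorase enzyme from Clostridium kluyveri; Input: enzyme working solution with 0.14 U/mL diaphorase; Timing: 16 min at room temperature; Technique: resorufin fluorescence, excitation 544 nm, emission 590 nm; Benchmarks: positive control minus NADH, DMSO neutral control.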
L major viab: Leishmania major promastigote growth inhibition, primary screen. Leishmania major promastigotes, resazurin fluorescence viability. inhibition, % at 10 µM. 200,000 tested, 9% active. AID 1063, 2008; in the data active = inhibition above about 50%;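 also: promastigotes grown with compound for 44 hours at 28 °C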
Active calls of the source: *; · = no result given. Compounds were not picked by outcome; overall some 10% were active at least once.

Structure	bIAP inh	bIAP act	TNAP act hiacc	TNAP inh hiacc	TNAP inh noacc	PMI activator	Diaphorase act	PMI act satM6P	Diaphorase inh	L major viab
COc1cccc(C2CC(c3ccc(NS(C)(=O)=O)cc3)=NN2C(=O)c2ccccc2)c1OC (centres undefined)	-3	1	1.1	-7	6	1.1	0.7	1	27	16
C/C(=N\NC(=O)c1c(Cl)cnn1C)c1cccc(NC(=O)C(C)C)c1	18	0.8	1	-4	-12	1	0.9	1.1	7	-1
O=C(NCC1([N+](=O)[O-])CN(C(=O)c2ccccc2)CN(C(=O)c2ccccc2)C1)c1ccccc1	-2	1	1	-4	-8	1	1	1	4	-3
CN(NC(=O)c1ccc(Cl)cc1Cl)C1=NS(=O)(=O)c2ccccc21	-1	1	1	0	-6	1	0.9	1	10	-14
CCC/C(=N/NC(=O)c1ccccc1Cl)c1ccccc1	0	1	1	0	-9	1	1	1	0	95*
CCOC(=O)C1(C)Oc2cccnc2NC1=O (centres undefined)	-4	1	1	3	0	1	1	1.1	1	1
CCOC(=O)CC1C(=O)NCCN1C(=O)c1cc2c(=O)n3cccc(C)c3nc2s1 (centres undefined)	1	1	1	0	-8	1	0.8	0.9	25	3
CCCCCCCCn1c(=O)c(C(=O)OCC)c(O)c2ccccc21	-6	1.1	1	-4	-4	1	1	1	-1	-7
COc1ccc(OC)c(NC(=O)Cn2c(CCC(=O)O)ccc2-c2ccccc2)c1	-2	1	1	-4	-11	1.1	0.9	1.1	7	-2
Cc1cccc(NC(=O)CSc2nnc(NC(=O)c3ccco3)s2)c1	-21	1.2	1	-2	-6	1.1	1.1	1.1	-7	-9
Cc1nn2c3ccccc3n(CC(=O)c3cccs3)c2nc1=O	-4	1	1.1	-9	-4	0.9	0.9	0.9	13	0
Cc1nn(C(C)C(=O)Nc2ccc(Cl)cn2)c(C)c1[N+](=O)[O-] (centres undefined)	8	0.9	1	-2	-8	0.9	0.9	0.9	14	-9
COc1cccc(CN(C)CC(=O)Nc2ccccc2C(=O)Nc2ccccc2)c1	-3	1	1	-1	-15	0.9	0.7	0.8	27	17
C=CCC1C=C(C)CC(CC=C)N1 (centres undefined)	-3	1	1	-1	-5	1.1	1.1	1.1	-5	-2
Cc1ccccc1-c1nc(Cc2ccccc2)no1	7	0.9	1	-3	-6	0.9	0.9	0.9	6	-4
S=C1c2ccccc2CN1c1ccccc1	-48	1.5	1	-3	-6	1	0.9	0.9	13	-4
Cn1c(C(=O)NCCN2CCOCC2)cc2c(=O)n(C)c3ccccc3c21	-6	1.1	1	-1	-12	0.9	0.8	1	20	8
COC(=O)c1scc(C)c1N/N=C(\C)c1ccc(F)cc1F	19	0.8	1	-5	-14	0.9	0.8	0.9	16	-4
CCCCCSc1nc(C)c(CC(=O)O)c(=O)[nH]1	9	0.9	1	2	-4	1.1	1	1.1	3	-4
Cc1ccc(NC(=S)N(Cc2cccc(Br)c2)CC2CCC(C(=O)O)CC2)cc1 (centres undefined)	-5	1.1	1	-4	6	1	1	1	4	-8
O=S(=O)(c1ccc(NC(=S)N2CCN(c3ccc(O)cc3)CC2)cc1)N1CCOCC1	0	1	1	-4	-2	0.7	0.7	0.6	34	11
CC1(C)Cc2ccccc2C(NNC(=O)c2ccccc2)=N1	-10	1.1	1	-1	-119	1	1	1	4	-4
Nc1cc(-c2cccc(F)c2)nn1S(=O)(=O)c1cccc2nsnc12	11	0.9	1	-1	-10	1	0.9	0.9	14	24
CCOC(=O)c1cc(CC)sc1N1C(=O)CC(Sc2ncccc2C(=O)O)C1=O (centres undefined)	-4	1	1.1	-5	-18	1	0.9	1	14	-11
Nc1nonc1-c1nc2ccccc2[nH]1	11	0.9	1	1	-5	0.8	0.9	0.9	14	-9
CCN(CC)c1ccc([N+](=O)[O-])cc1C(=O)O	5	0.9	0.8	20	9	1	0.9	1.1	9	-3
CCOCCCNCC(=O)Nc1ccccc1N1CCOCC1	4	1	1.1	-5	-18	1	0.8	1	20	-5
O=c1c2cc(N3CCOCC3)ccc2[nH]c(=S)n1CCc1ccccc1	6	0.9	1	-4	-13	1.1	0.7	0.7	26	5
COc1ccc(Cc2nnc(SCC(=O)NCCc3ccccc3)o2)cc1	-4	1	1.1	-7	4	1.1	1.1	1.1	-5	-7
COc1ccc(C(=O)CN2C3=NCCCN3c3ccccc32)cc1OC	27	0.7	1	-4	-8	1.2	1	1.2	2	-8
CCOC(=O)c1sc(NC(=O)CSc2ncn(-c3ccccc3)n2)nc1C	4	1	1	-4	-18	0.9	0.8	0.9	25	-6
O=C(COc1ncnc2c(Cl)cc(Cl)cc12)NCCC1=CCCCC1	11	0.9	1	2	-3	1	1	1	3	100*
Nc1nc(NC(=O)c2cccs2)nn1-c1ccccc1	15	0.9	1.1	-6	-18	1	0.9	1.1	8	-3
COc1cc(C(=O)NNC(=O)c2ccoc2C)cc(OC)c1OC	-12	1.1	1	-2	-9	1.1	1.1	1.1	-5	-10
Cc1ccc(CC(NC(=O)c2ccccc2)C(=O)NC(C)C(=O)O)cc1 (centres undefined)	-10	1.1	1	-3	-6	1	0.9	1	7	84*
CCSc1nnc(NC(=O)c2cc(C)oc2C)s1	6	0.9	1	2	-4	0.8	0.9	0.9	6	7
CCOC(=O)CC12CN3CN(C1)CC(CC(=O)OCC)(C3)C2=O	8	0.9	1	-5	-14	0.9	0.8	0.9	16	-13
CCN(CC)c1ccc(/C=N/Nc2nc3ccccc3[nH]2)c(O)c1	-8	1.1	1	-5	-8	0.7	0.9	0.8	9	100*
O=C(OCC(=O)N1CCN(c2ccccc2)CC1)c1ccc2ncsc2c1	4	1	1.1	-6	-12	0.8	0.7	0.9	27	-3
CN(Cc1cn(Cc2ccccc2)nc1-c1ccc2c(c1)OCO2)Cc1nccn1C	-2	1	1.1	-7	3	1	1	1.1	3	13
CCCCNC(=O)c1ccccc1NC(=O)c1ccccc1N(C)S(C)(=O)=O	4	1	1.1	-6	-15	0.9	1	1	-5	-2
COc1ccc2[nH]c(=O)c(CN(CC3CCCO3)C(=S)Nc3ccccc3)cc2c1 (centres undefined)	4	1	1	1	-1	·	·	·	·	40
Nc1[nH]ncc1-c1ccc(F)cc1	8	0.9	1	-2	-10	1	0.9	1	6	3
CCOc1ccc(NC(=O)C2CCCN(S(=O)(=O)c3cccc4nsnc34)C2)cc1 (centres undefined)	2	1	1	-1	-6	1	1	1	-1	-6
COC(=O)c1c(NC(=O)Cc2cccs2)sc(C(=O)N2CCCCC2)c1C	4	1	1	3	-2	1.1	1.1	1.1	-6	1
CCOc1cc(CNCC(C)C)cc(Cl)c1OCc1ccccc1	1	1	1	-4	-10	0.9	1	0.9	5	89*
O=C(Cc1cccs1)N1CCCC(c2nc3c(nnn3Cc3ccc(F)cc3)c(=O)[nH]2)C1 (centres undefined)	3	1	1.1	-5	5	1.1	0.9	1	6	-5
COc1ccc(C(=O)NNC(=O)c2ccc(S(=O)(=O)N3CCCCC3)cc2)cc1	3	1	1.1	-6	-7	0.9	0.9	0.5	6	-9
CCNc1nc(NC(C)C)nc(Nn2cnnc2)n1	-2	1	1.1	-6	-11	1	0.9	1	6	1
Cn1cc(Br)c(C(=O)NNC(=O)c2ccc(Cl)cc2)n1	-7	1.1	1	3	-70	1	0.9	1.1	7	52*

(cont.)
Structure	bIAP inh	bIAP act	TNAP act hiacc	TNAP inh hiacc	TNAP inh noacc	PMI activator	Diaphorase act	PMI act satM6P	Diaphorase inh	L major viab
Fc1ccccc1COc1ccccc1CNCc1ccncc1	2	1	1	0	-4	1	1	1	4	98*
CCN(CC)C(=O)C1CCN(S(=O)(=O)c2cccc3nonc23)CC1	28	0.7	1	-1	-8	1.1	1	1.1	-1	-4
CCn1c(C(=O)O)c(CC(=O)NC2CCCCCC2)c2ccccc21	-1	1	1	-3	-10	1.1	0.9	1.1	13	-14
COc1ccc(/C=C2\CCc3ccccc3C2=O)cc1Cn1nc(C)cc1C	1	1	1	-4	-16	0.7	0.7	0.8	32	74*
COc1ccc(Cn2nc(C)cc2C)cc1OC	-5	1	1	-3	-9	1.1	1	1	2	-7
CCN(CC)c1ccc(NC(=O)c2c(OC)cccc2OC)c(C)c1	-3	1	1	3	-8	0.9	0.9	0.9	5	4
COc1ccc(C2(C(=O)N3CCOCC3)CCCC2)cc1	5	0.9	1.1	-6	-11	1	0.9	1	7	4
CCCC(=O)C1=C(N2CCCCC2)CC(C)(C)C(C(=O)OC)C1=O (centres undefined)	-3	1	1.1	-8	-8	1	0.9	1	9	-5
Cc1c(NC(=O)c2cnn3c(C(F)(F)F)cc(-c4ccco4)nc23)c(=O)n(-c2ccccc2)n1C	-6	1.1	1	-2	-10	1.1	0.9	1.1	11	11
CC(=O)C1=C(O)CCC1=N	13	0.9	1	-2	-18	1	0.8	1	17	-10

Two entries from above, with each value named:
COc1ccc(Cn2nc(C)cc2C)cc1OC
- bIAP inh: -5
- bIAP act: 1
- TNAP act hiacc: 1
- TNAP inh hiacc: -3
- TNAP inh noacc: -9
- PMI activator: 1.1
- Diaphorase act: 1
- PMI act satM6P: 1
- Diaphorase inh: 2
- L major viab: -7
CCN(CC)c1ccc(NC(=O)c2c(OC)cccc2OC)c(C)c1
- bIAP inh: -3
- bIAP act: 1
- TNAP act hiacc: 1
- TNAP inh hiacc: 3
- TNAP inh noacc: -8
- PMI activator: 0.9
- Diaphorase act: 0.9
- PMI act satM6P: 0.9
- Diaphorase inh: 5
- L major viab: 4
